Bioassay records from PubChem BioAssay.
Bcl-XL Bim block = human Bim-Bcl-XL interaction inhibition. Q07817. Bim peptide-Bcl-XL binding, bead flow cytometry, fluorescence. inhibition, % at 10 µM. 190,000 tested, 0.04% active. AID 1007
Target sequence (Q07817 whole entry, looked up): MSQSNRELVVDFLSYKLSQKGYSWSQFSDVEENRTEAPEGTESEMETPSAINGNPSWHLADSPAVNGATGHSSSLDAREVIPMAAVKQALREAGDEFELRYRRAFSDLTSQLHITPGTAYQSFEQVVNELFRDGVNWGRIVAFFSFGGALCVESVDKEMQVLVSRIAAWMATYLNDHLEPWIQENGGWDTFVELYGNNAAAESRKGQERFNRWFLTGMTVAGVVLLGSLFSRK
RGS8-Gao = human RGS8-Galphao interaction regulation; P09471; response (percent of control binding), % at 10 µM; multiplexed bead flow cytometry, RGS8-Galphao binding; actives lie on both sides; AID 1423; 220,000 tested, 0.34% active; in the data active means response below about 60% or above about 140%; inactive means in between;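 further: Galphao activated as the GDP aluminium fluoride complex binding bead-coupled RGS8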
Target sequence (P09471 whole entry, looked up): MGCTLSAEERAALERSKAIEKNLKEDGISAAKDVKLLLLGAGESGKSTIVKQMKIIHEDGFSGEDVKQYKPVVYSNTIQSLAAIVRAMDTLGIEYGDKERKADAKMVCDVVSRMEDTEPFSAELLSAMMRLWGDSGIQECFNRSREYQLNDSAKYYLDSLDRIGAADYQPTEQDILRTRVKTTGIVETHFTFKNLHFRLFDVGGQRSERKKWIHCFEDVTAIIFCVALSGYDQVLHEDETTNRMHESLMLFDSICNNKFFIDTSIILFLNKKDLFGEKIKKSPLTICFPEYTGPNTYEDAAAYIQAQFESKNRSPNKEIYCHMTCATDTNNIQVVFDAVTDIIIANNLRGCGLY
Bim-Bcl-2 = inhibitors of Bim-Bcl-2 interaction, human | P10415 | Bead-based flow cytometry, Bim peptide-Bcl-2 binding | inhibition, % at 10 µM | 190,000 tested, 0.06% active; in the data active means inhibition above about 40%; inconclusive means no clear call, values can overlap the other calls;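 further: 0% = no compound wells with probe peptide and 100% = reference peptide inhibitor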
Bfl-1 Bim block = inhibitors of Bim-Bfl-1 interaction, human; Q16548; Bead-based flow cytometry, Bim-Bfl-1 binding inhibition; inhibition, % at 10 µM; 190,000 tested, 0.12% active;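 further: 0% = wells without compound plus tracer and 100% = blocker peptide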
RGS4-Gao reg = modulates binding of RGS4 to human Galphao; 220,000 tested, 0.33% active; Multiplexed bead flow cytometry; actives lie on both sides; binding response (% of control), % at 10 µM; P09471; in the data active means binding response below about 49% or above about 150%; inactive means in between;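 further: fluorescent Galphao activated with aluminum fluoride binding bead-coupled RGS4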
Mcl-1 Bim block = disrupts Bim peptide binding to human Mcl-1; Q07820; Bead-based flow cytometry, Bim peptide-Mcl-1 binding; inhibition, % at 10 µM; 190,000 tested, 0.1% active; AID 1009;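 further: 0% = no compound tracer wells and 100% = peptide blocker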
Target sequence (Q07820 whole entry, looked up): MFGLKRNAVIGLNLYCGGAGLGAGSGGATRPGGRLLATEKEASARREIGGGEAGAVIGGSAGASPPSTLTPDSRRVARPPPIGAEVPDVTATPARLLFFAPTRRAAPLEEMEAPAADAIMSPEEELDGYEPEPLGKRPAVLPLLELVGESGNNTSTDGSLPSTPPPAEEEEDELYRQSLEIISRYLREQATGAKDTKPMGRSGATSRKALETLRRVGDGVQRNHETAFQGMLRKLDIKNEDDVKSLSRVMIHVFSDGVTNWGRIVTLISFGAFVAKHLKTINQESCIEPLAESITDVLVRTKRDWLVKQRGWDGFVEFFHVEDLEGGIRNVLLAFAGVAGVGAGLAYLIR
GSH bead fluor = compound fluoresces at 488/530 nm on GSH beads | 190,000 tested, 0.25% active | AID 1776 | fluorescence (KMESF) at 10 µM | GSH beads flow cytometry, compound fluorescence 488/530 nm; hits give high values; in the data active means fluorescence above about 89;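 further: glutathione beads carrying GST-tagged Bcl family fusion proteins plus one bare bead set; values are compound well signal with DMSO vehicle wells as background; inactives centre near 16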
Bim-Bcl-B = inhibitors of Bim-Bcl-B interaction, human | inhibition, % at 10 µM | bead-based flow cytometry, Bim peptide-Bcl-B binding | 190,000 tested, 0.073% active;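 further: 0% = tracer peptide without compound and 100% = reference inhibitor peptide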
RGS7-Gao = regulators of human RGS7-Galphao interaction; Multiplexed bead flow cytometry, RGS7-Galphao binding; actives lie on both sides; 220,000 tested, 0.35% active; P09471; binding response (% of control), % at 10 µM; in the data active means binding response below about 49% or above about 150%; inconclusive means no clear call, values can overlap the other calls; inactive means in between;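 further: fluorescent Galphao held in activated GDP-AlF4 state binding bead-coupled RGS7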
Bim-Bcl-W = disrupts Bim peptide binding to human Bcl-W | Q92843 | bead-based flow cytometry | inhibition, % at 10 µM | 190,000 tested, 0.02% active | AID 952;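 further: 0% = bound tracer without compound and 100% = peptide blocker; higher means less fluorescent Bim peptide bound to Bcl-W beads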
Mcl1-Bid inh = disrupts binding of human Mcl-1 to Bid peptide; Q07820; TR-FRET Mcl-1/Bid-Dy647 peptide binding, 1536-well; inhibition, % at 21.7 µM; 220,000 tested, 0.97% active;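 active means compounds that cut the binding signal by more than half at the single screening dose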;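 further: His-tagged Mcl-1 with europium anti-His antibody binding Bid BH3 peptide; 0% = Mcl-1 plus peptide wells and 100% = peptide-only wells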
The depositor's hits bear a star; ? = inconclusive; . = not tested or not shown. Unless noted, no stated cut-off is given here; in the data, active means inhibition above about 40%. Rows are unselected; about 1.8% have a hit in one of these screens.

SMILES	Bcl-XL Bim block	RGS8-Gao	Bim-Bcl-2	Bfl-1 Bim block	RGS4-Gao reg	Mcl-1 Bim block	GSH bead fluor	Bim-Bcl-B	RGS7-Gao	Bim-Bcl-W	Mcl1-Bid inh
COc1cccc(C(=O)Nc2ncc3c(n2)CC(C)(C)CC3=O)c1	-6	94	-12	-15	93	-7	37	-12	91	-3	6
CCc1nc2c(cnn2-c2ccc(Cl)cc2)c(=O)n1-c1ccc2c(c1)OCCO2	0	101	0	-2	100	1	5	-3	101	-1	-10
COc1cc(CN2CCCC(C(=O)c3ccc4c5c(cccc35)CC4)C2)cc(OC)c1O (stereo not drawn)	0	98	-1	-4	101	2	28	-6	101	1	-49
Cc1ccc(NC(=O)Cc2ccc(-n3cccc3)cc2)c(C)c1	-6	99	-1	0	90	-3	4	-7	92	-3	-34
COC(=O)NCc1ccc(S(=O)(=O)N2CCOCC2)cc1	-5	98	-3	-1	90	-3	16	-1	93	-2	-9
CCN(CC)CCn1c(N)cc(=O)[nH]c1=O	-4	102	-1	-8	101	0	12	0	100	0	-19
COc1ccc(C(=NNc2ccccc2C(=O)O)c2ccc(OC)cc2)cc1	-3	101	-1	-12	103	0	12	0	100	-2	-20
CCCCCCC(=O)NNC(=O)CC(=O)Nc1ccccc1C(=O)O	-15	99	-3	-4	99	-8	18	-8	98	-7	-30
COc1ccc(C2C(C(=O)N3CCCCC3)CC(=O)N2c2ccc(OC)cc2)cc1 (stereo not drawn)	-10	102	-6	-20	101	-5	21	-10	99	-2	-14
CCn1cc(C(=O)OCC(=O)Nc2cccc(S(=O)(=O)N3CCOCC3)c2)c(=O)c2ccc(C)nc21	-8	98	-8	-12	101	1	28	-6	103	1	12
C=CCn1c(=N)n(CC(O)COc2ccc(OC)cc2)c2ccccc21 (stereo not drawn)	-2	101	-10	-13	101	1	22	-4	98	3	2
CN(C)c1nc(C(=O)NN)nc(N(C)C)n1	-1	101	1	1	101	-3	4	-1	102	1	-17
O=C(O)C1CCC(N2C(=O)C3C4CCC(C4)C3C2=O)CC1 (stereo not drawn)	-4	102	-6	-4	94	-1	17	-6	103	-1	-37
COc1ccc(NC(=O)CCc2c(C)nc3nc(C)nn3c2C)cc1	3	98	6	0	100	2	20	0	98	3	-1
O=C(Nc1ccc(F)c(Cl)c1)C1CCN(S(=O)(=O)c2cccnc2)CC1	-2	101	-10	-12	101	0	26	-9	102	0	-16
COc1ccc([N+](=O)[O-])cc1NC(=O)CSCc1ccc(Br)cc1	-7	105	2	0	103	-6	9	-10	103	-3	-1
O=C(Nc1c(C(=O)Nc2ccc3c(c2)OCCO3)cnn1-c1ccccc1Cl)c1ccco1	0	111	-3	-1	103	-1	20	-1	100	-1	-6
CCOc1cc(C2NC(=S)NC(C)=C2C(=O)Nc2ccc(OC)cc2)ccc1O (stereo not drawn)	-2	106	0	-1	102	-1	7	0	104	0	-93
NC(=O)c1nn(-c2ccccc2)nc1NC(=O)CSc1nnnn1-c1ccc(Cl)cc1	-3	101	-2	-1	101	-1	15	-4	101	-4	0
CCc1c(O)c(/C(C)=N\O)c(=O)n(-c2ccccc2)c1-c1ccccc1	-5	128	-10	-10	111	0	10	-3	115	0	-27
CCOc1ccccc1C1C(C#N)=C(SCC(=O)OC)NC(=O)C1C(=O)OC (stereo not drawn)	-2	98	-6	-8	102	0	4	-6	98	1	-28
O=C(O)c1ccccc1C(=O)N1CCN(C(=O)c2ccccc2Cl)CC1	-2	105	-3	-3	106	0	12	-2	103	-2	-21
COC(=O)c1nn(-c2nc(-c3cccc(OC)c3)cc(C(F)(F)F)n2)cc1[N+](=O)[O-]	-2	102	-4	-4	100	-1	14	-8	104	-1	-12
CCC(C)[C@H](NC(=O)OC(C)(C)C)C(=O)N/N=C/c1ccc2cc(OC)ccc2n1 (stereo partly drawn)	0	93	0	6	92	2	12	5	94	1	2
O=C(C1CCN(S(=O)(=O)c2cccc3cccnc23)CC1)N1CCn2c1nc1ccccc12	-3	103	-3	-11	100	0	16	-3	101	0	-11

The list goes on:
SMILES	Bcl-XL Bim block	RGS8-Gao	Bim-Bcl-2	Bfl-1 Bim block	RGS4-Gao reg	Mcl-1 Bim block	GSH bead fluor	Bim-Bcl-B	RGS7-Gao	Bim-Bcl-W	Mcl1-Bid inh
COc1cc(CC(=O)OCC(=O)NC2CCCCC2)cc(OC)c1OC	-5	100	-4	-10	99	0	16	-5	97	-5	-12
OCCN(CCO)CC(O)COc1ccc2c(c1)OCO2 (stereo not drawn)	-1	105	0	0	106	2	19	0	101	-2	-8
Cc1ccc(-c2nnc(N3CCC(C)CC3)c3ccccc23)cc1C	-3	101	0	-2	99	-1	12	-7	100	0	5
O=C(Nc1ccc(Oc2ccccc2)cc1)c1cnc2n(c1=O)CCS2	-2	91	0	-3	98	-3	13	-2	98	-1	-1
COC(=O)c1ccccc1NC(=S)NC(=O)C1CC1	-2	102	-10	-9	102	-4	33	-8	103	-4	-5
CCCCOc1ccc(C2(C)CC(=O)NC2=O)cc1 (stereo not drawn)	0	100	-1	-4	98	0	21	0	98	-1	-16
Cc1cc(NC(=O)c2cnn3c(C(F)F)cc(C4CC4)nc23)no1	-4	102	-7	-15	102	0	34	-6	102	-1	-21
O=C(N/N=C/c1ccc2c(c1)OCO2)c1cc(-c2ccncc2)nc2ccccc12	-2	102	-5	-2	100	-3	9	-5	101	0	-14
Cc1ccccc1NC(=O)CCN1CCN(Cc2ccccc2)CC1	-6	98	-14	-18	101	-2	23	-9	97	-1	-11
Cc1ccccc1NC(=O)C1Cc2ccccc2CN1C(=O)OCc1ccccc1 (stereo not drawn)	-6	104	-3	-1	101	-2	4	-6	106	-2	-21
COc1ccc(C(=O)Nc2ccc(C)cc2C(=O)c2ccccc2)c(OC)c1	6	109	4	8	104	0	16	12	102	1	-7
CC(=O)c1ccc(NC(=O)CN2C(=O)/C(=C/C(C)=C/c3ccccc3)SC2=S)cc1	-5	102	0	-6	101	-4	17	-13	99	-3	-29
Cc1c(N2C(=O)c3cccc4cccc(c34)C2=O)c(=O)n(-c2ccccc2)n1C	-2	103	-1	0	100	-2	10	0	103	-1	-13
O=S(=O)(c1cccc2nonc12)N1CCN(c2ccc(F)cc2)CC1	2	115	3	1	93	-3	57	0	96	2	-3
COc1ccc(Cn2c(-c3ccccc3)nc3c(c(=O)c4ccccc4n3C)c2=O)cc1	-20	102	-27	-7	96	-16	16	-23	93	-15	42
COc1cccc(Nc2ncnc3c2cnn3-c2cccc(C)c2)c1	-3	104	-11	-10	105	-4	14	-9	95	0	-2
CCOC(=O)N1CCC(NC(=O)c2ccc(CO)c(C(=O)NC3CCN(C(=O)OCC)CC3)c2)CC1	0	101	0	-4	101	-1	9	-3	96	0	-5
CC(=O)c1c(C)nc(-c2ccccc2)nc1NC(=O)Cc1ccccc1	3	102	2	5	97	-1	14	4	100	4	-24
COC(=O)c1[nH]c2ccc(C)cc2c1NC(=O)c1ccccc1[N+](=O)[O-]	-5	100	-6	-12	102	-3	14	-7	101	-3	-13
COCCn1c(SCC(=O)Nc2nc3ccccc3s2)nnc1-c1ccoc1C	-2	101	10	-5	101	-1	18	-3	101	-2	5
Cc1ccc(C)c(Nc2ccc(C(=O)NCCc3ccccc3)cn2)c1	0	101	2	0	100	0	12	3	96	-1	3
COc1ccc(OC)c(-c2csc(CCn3nc(C)cc3C)n2)c1	4	122	-2	1	108	1	25	1	103	3	1
Fc1cccc(NC(=S)NCc2ccccn2)c1	6	88	-1	-4	93	3	8	4	95	3	-68
CCOC(=O)c1sc(=NC(=O)COc2ccccc2)n(C)c1C	-15	98	-3	-5	101	-25	9	-9	99	-6	-13
C=CCNC(=O)/C(=C\c1cccc([N+](=O)[O-])c1)NC(=O)c1ccccc1	-1	100	2	0	101	0	5	0	102	-1	-4

The last 2 records of the section before lead into the next:
SMILES	Bcl-XL Bim block	RGS8-Gao	Bim-Bcl-2	Bfl-1 Bim block	RGS4-Gao reg	Mcl-1 Bim block	GSH bead fluor	Bim-Bcl-B	RGS7-Gao	Bim-Bcl-W	Mcl1-Bid inh
CCOC(=O)c1sc(=NC(=O)COc2ccccc2)n(C)c1C	-15	98	-3	-5	101	-25	9	-9	99	-6	-13
C=CCNC(=O)/C(=C\c1cccc([N+](=O)[O-])c1)NC(=O)c1ccccc1	-1	100	2	0	101	0	5	0	102	-1	-4
C=CCn1c(SCc2cc(C(C)=O)ccc2OCC)nc2ccccc2c1=O	0	85	2	1	89	1	5	-2	93	0	-15
CCN(C(=O)COC(=O)c1ccccc1SCC(=O)NC1CCCCCCC1)C1CCS(=O)(=O)C1 (stereo not drawn)	-6	102	-3	-1	101	-7	5	-3	104	-3	-14
CCCCNC(=O)COC(=O)c1ccc(NC(C)=O)cc1	-1	100	-1	-5	99	0	10	-2	99	0	-3
COc1ccc(CCNC(=O)CSc2ccccn2)cc1	1	101	-3	-2	101	1	14	-3	97	0	-6
CCCOc1ccccc1NC(=O)Nc1ccccc1Cl	0	98	4	4	96	-3	15	0	103	-4	3
COc1ccc(CNC(=O)C2CCCN(S(=O)(=O)c3c(C)n[nH]c3C)C2)cc1 (stereo not drawn)	1	101	-7	-6	104	4	11	-3	99	4	-22
CCCC(=O)Oc1c(S(=O)(=O)c2ccc(C)cc2)c(C)nn1C(C)(C)C	-1	97	-1	-6	98	-3	16	-7	98	-4	0
Cc1cnc(NC(=O)Cc2c[nH]c3ccccc23)s1	-2	101	-3	0	99	-6	10	-5	100	-1	-37
COc1cccc(N2CCN(CC(=O)NCc3cccs3)CC2)c1	-10	.	-4	-3	.	-10	18	-3	.	-9	-39
CCS(=O)(=O)Nc1ccc(C(=O)CC2(O)C(=O)Nc3ccc(Br)cc32)cc1 (stereo not drawn)	-15	98	-12	-21	96	-8	28	-11	96	-6	-7
C/C(=N\NC(=O)CSc1nc(C)cc(C)n1)c1cccs1	-5	99	-7	-13	103	-2	12	-6	99	-5	-11
Cc1ccc(-c2csc3ncnc(N4CCc5ccccc5C4)c23)cc1	-3	101	-8	-7	100	0	12	-6	101	-5	-4
O=C(NCCN1CCCCCC1)c1ccc(CS(=O)(=O)c2ccc(Br)cc2)o1	-2	101	-5	-10	105	-1	17	-6	101	1	-12
O=C(CSc1nc2c(sc3ccccc32)c(=O)n1Cc1ccco1)NCC1CCCO1 (stereo not drawn)	-3	98	-6	-5	91	0	36	-9	92	0	-11
O=C(COC(=O)C1CC(O)CN1S(=O)(=O)c1ccc(Cl)cc1)c1ccccc1 (stereo not drawn)	-11	107	-24	-15	104	-8	18	-13	103	-6	-23
c1ccc2c(c1)[nH]c1nc3nncn3nc12	-9	96	-5	-11	95	2	24	0	98	2	-8
O=C(Nc1ccc(N2CCOCC2)c(Cl)c1)c1cccnc1	6	95	-8	-9	99	3	31	-4	98	0	-9
COc1ccccc1N(CC(=O)NCc1ccco1)S(C)(=O)=O	0	105	2	-3	104	0	24	-1	105	-2	-5
COc1ccc(N2CCN(C(CNC(=O)C(=O)NCc3cccnc3)c3ccco3)CC2)cc1 (stereo not drawn)	-4	100	-4	-6	96	-1	17	-2	?	-3	-42
COc1ccccc1Nc1nc2cc(C)ccc2cc1C#N	-3	101	-3	-7	98	-2	10	-5	102	-5	-36
